Screening data deposited in PubChem by National Center for Advancing Translational Sciences (NCATS).
TbPYK inhibitor: qHTS of Trypanosoma Brucei Inhibitors; 0.12% of 410,000 active; Potency, µM (series often up to 76.8 µM), for the others: at the top dose activity, negative = inhibition, usual class: inhibitors; TbPYK enzyme, Kinase-Glo Plus ATP luminescence, 45 min; pyruvate kinase (Trypanosoma brucei), Q57TT1; also: potency is read from the fitted curve at half-maximal effect; % is scaled to controls: 0 for no effect and ±100 for the full control effect; nearly all actives have a fitted effect of over 50% in size
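In this concentration-response screen, enzyme-free wells defined baseline while DMSO plates tracked drift. Each reaction combined TbPYK, substrate, compound and 130 uM ADP for 45 min at room temperature. Kinase-Glo Plus luminescence gave the signal.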
Cycloheximide cs: Cycloheximide Counterscreen for Small Molecule Inhibitors of Shiga Toxin | 12% of 300,000 active | cell reporter, cycloheximide protein synthesis inhibition counterscreen | max response, %; in the data active = max response mostly above about 13%, no sharp cut-off; inactive = mostly below about 14%; also: read at 38.3 µM for the half of the compounds with a filed dose; 0% is about no effect
HCV inhibitor: qHTS Assay for Inhibitors of Hepatitis C Virus (HCV). Huh7.5.1 HCVcc-Cre infection, luciferase reporter, 44 h. Potency, µM (highest dose often 41.8 µM), inactives show top-dose activity change, negative = inhibition, hits mostly inhibitors. 3.4% of 340,000 active; also: potency is read from the fitted curve at half-maximal effect; % is scaled to controls: 0 for no effect and ±100 for the full control effect
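Cells seeded at 1,000/well and cultured 4 h, then compounds added followed by HCVcc-Cre virus (~0.5 moi). After 44 h further culture, luciferase substrate was added, plates held 15 min at room temperature, and luminescence read for 15 sec.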
Pf growth 96h: Primary qHTS for delayed death inhibitors of the malarial parasite plastid, 96 hour incubation. Potency, µM (doses to about 28.7 µM), inactives show at the highest dose activity change, negative = inhibition, most hits filed as inhibitors. P. falciparum luciferase reporter growth, 96 h. 6.9% of 320,000 active; also: potency is read from the fitted curve at half-maximal effect; % is scaled to controls: 0 for no effect and ±100 for the full control effect
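Plates of compound plus infected erythrocytes (2% hematocrit, 0.05% parasitemia final) incubate 96 hours, 37 C, 5% CO2. Detection reagent added; reduced luminescence from the parasites' luciferase reporter flags inhibition.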
Pf growth 48h: Primary qHTS for delayed death inhibitors of the malarial parasite plastid, 48 hour incubation; P. falciparum luciferase growth in erythrocytes, 48 h; Potency, µM (titrated, usually from 28.7 µM), without a hit: at the top dose activity change, negative = inhibition, hits mostly inhibitors; 5.9% of 310,000 active; AID 504832, 2011; also: potency is read from the fitted curve at half-maximal effect; % is scaled to controls: 0 for no effect and ±100 for the full control effect
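In quantitative HTS format, infected erythrocytes bearing luciferase-reporter parasites were treated for a single generation at 37 C. Luminescence after adding detection reagent served as the growth measure.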
Shiga toxin inh: A qHTS for Small Molecule Inhibitors of Shiga Toxin; Vero cells, Shiga toxin protein synthesis inhibition reporter; inhibition, % at 38.7 µM; 9.2% of 290,000 active; in the data active = inhibition mostly above about 28%, no sharp cut-off; inactive = mostly below about 43%; also: 0% is about no effect
LmPK inh: qHTS Assay for Inhibitors of Leishmania Mexicana Pyruvate Kinase (LmPK) | Q27686 | purified LmPK, Kinase-Glo ATP luminescence, 1 h | Potency, µM (top dose mostly 57.5 µM), without a hit: at the highest dose activity change, negative = inhibition, actives largely listed as inhibitors | 0.37% of 290,000 active; also: potency is read from the fitted curve at half-maximal effect; % is scaled to controls: 0 for no effect and ±100 for the full control effect
Target sequence (Q27686 whole entry, looked up): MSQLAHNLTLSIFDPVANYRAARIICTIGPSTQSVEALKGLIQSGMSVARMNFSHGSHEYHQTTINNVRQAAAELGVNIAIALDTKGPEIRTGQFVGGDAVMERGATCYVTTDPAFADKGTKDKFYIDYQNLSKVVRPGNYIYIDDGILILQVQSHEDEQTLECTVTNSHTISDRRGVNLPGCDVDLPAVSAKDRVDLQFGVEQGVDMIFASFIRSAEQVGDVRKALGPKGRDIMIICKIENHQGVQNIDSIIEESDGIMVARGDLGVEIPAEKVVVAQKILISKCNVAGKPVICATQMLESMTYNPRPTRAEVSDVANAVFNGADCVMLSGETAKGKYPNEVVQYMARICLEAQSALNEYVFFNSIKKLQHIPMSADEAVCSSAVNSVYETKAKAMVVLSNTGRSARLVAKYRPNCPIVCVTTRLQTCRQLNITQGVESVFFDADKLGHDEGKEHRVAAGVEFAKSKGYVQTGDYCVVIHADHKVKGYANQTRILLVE
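0.1 nM LmPK, 0.5 mM PEP, 0.1 mM ADP; 50 mM imidazole pH 7.2, 7 mM MgCl2, 50 mM KCl; 1 h RT. Kinase-Glo luminescence readout, normalized to no-enzyme (full inhibition) and uninhibited wells.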
* marks the source's active call; other numbers are inactive results; u = inconclusive; x = not tested or not shown; & = joins results of further samples; [ ] = dose if it differs, or a comment. Unless noted, calls follow the shape of the dose curve; as a rule, active = well fitted curve in the direction sought with a large enough effect; inconclusive = small, poorly fitted or top-dose-only effect, or another doubt; inactive = no such curve, though single readings can be large; an effect the other way counts as inactive or inconclusive. Not a hit list. Share with any hit: about 24%.

SMILES	TbPYK inhibitor	Cycloheximide cs	HCV inhibitor	Pf growth 96h	Pf growth 48h	Shiga toxin inh	LmPK inh
Cc1ccc(OCC(O)Cn2c3ccccc3c3ccccc32)cc1 (stereo unspecified)	-4%	-4	u	u	9.3µM*	21	4%
O=C(Nc1ccc(O)cc1C(=O)O)c1ccc2c(c1)C(=O)N(Cc1ccco1)C2=O	4%	-4	3%	u	14%	-6	3%
O=C(COC(=O)c1ccc(-n2cnnn2)cc1)c1ccc(Br)cc1	2%	x	u	u	u	x	x
COc1ccccc1C1NC(=O)CCC1[N+](=O)[O-] (stereo unspecified)	3%	2	-1%	-7%	-2%	19	-2%
COc1ccccc1C(=O)N1CCNC(=O)C1CC(=O)Nc1ccc(Cl)cc1 (stereo unspecified)	-23%	-1	-13%&8%	x	46%[activator]	2	-4%
CC(C)CC(=O)Nc1cccc(NC(=O)c2ccccc2Cl)c1	-6%	-3	u	16%	-22%	5	0%
Cc1cccc(N(C(=O)CNC(=O)c2ccco2)C(C(=O)NC2CCCC2)c2ccncc2)c1 (stereo unspecified)	0%	-3	13%	u	1%	2	-3%
CC1(C)CC(=O)C(C=NCCN2CCN(C(=O)Cc3ccc(Cl)cc3)CC2)=C(O)C1	-5%	-1	2%	-14%	54%[activator]	-2	-3%
O=C(COc1ccccc1)Nc1ccc(S(=O)(=O)Nc2ccccn2)cc1	-4%	-1	-7%	1%	-24%	7	4%
O=C(CCc1ccccc1)N1CCN(c2ccccc2F)CC1	0%	-3	2%	0%	0%	10	1%
CC(=O)N1CCN(S(=O)(=O)c2cccc(C(=O)NC3CC3)c2)CC1	1%	x	1%	-12%	1%	x	x
COCCn1cnc2c1c(=O)n(CC(=O)NN)c(=O)n2Cc1ccccc1	-10%	-15	14%	-3%	-4%	14	-4%
Cc1nn(C(C)C(=O)NCCc2cccs2)c(=O)c2nn(-c3ccccc3)c(C)c12 (stereo unspecified)	-1%	-4	7%	13µM*	11%	-5	-10%
CN1CCC(N(C)C(=O)CNC(=O)c2ccc(C(C)(C)C)cc2)CC1	-3%	10	25%	-11%	15%	20	4%
COc1ccc(NC(=O)Cn2nnc(C(=O)NCc3ccc(C)cc3)c2N)cc1OC	0%	1	7%	49%[activator]	1%	1	2%
COc1ccc(C(C(=O)NC2CCCCC2)N(C(=O)Cc2c[nH]c3ccccc23)c2ccccc2)cc1OC (stereo unspecified)	0%	-2	5%	u	13µM*	-10	5%
N=c1n(Cc2ccc(Cl)cc2)c2ccccc2n1CC(O)c1ccco1 (stereo unspecified)	-4%	-5	11µM*	x	x	-19	0%
O=C(CSc1cccc2cccc(Cl)c12)NC1=NCCS1	-12%	15	-6%	-15%	1%	36	11%
CC(C)(C)c1ccc(S(=O)(=O)N2CCN(C(=O)C3=COCCO3)CC2)cc1	-5%	x	-4%	13µM*	u	x	x
CC1CCN(C(=O)c2[nH]cnc2C(=O)Nc2ccon2)CC1	-2%	x	2%	23%	9%	x	x
CN1C[C@H](C(=O)N[C@]2(C)O[C@@]3(O)[C@@H]4CCCN4C(=O)[C@H](Cc4ccccc4)N3C2=O)C=C2c3cccc4[nH]cc(c34)C[C@H]21	-9%	x	x	0.3µM*	0.3µM*	x	x
CSc1ccccc1C(=O)NCCSC(C)(C)C	-4%	7	5%	13%	2%	12	-7%
Oc1ccc(CN2CCC(Cc3ccccc3)CC2)c2cccnc12	-3%	5	u	2%	u	22	-2%
Cc1ccc(S(=O)(=O)N2CCN(S(=O)(=O)c3ccc(C)cc3)C2c2ccccc2)cc1	-21%	2	1%	x	u	-3	2%
COc1ccc(CCNC(=O)Cc2cc(OC)c(OC)cc2[N+](=O)[O-])cc1OC	1%	-6	3%	u	1%	-7	1%

Grouped by structure: the compounds so far containing a tert-butyl group.
SMILES	TbPYK inhibitor	Cycloheximide cs	HCV inhibitor	Pf growth 96h	Pf growth 48h	Shiga toxin inh	LmPK inh
CN1CCC(N(C)C(=O)CNC(=O)c2ccc(C(C)(C)C)cc2)CC1	-3%	10	25%	-11%	15%	20	4%
CC(C)(C)c1ccc(S(=O)(=O)N2CCN(C(=O)C3=COCCO3)CC2)cc1	-5%	x	-4%	13µM*	u	x	x
CSc1ccccc1C(=O)NCCSC(C)(C)C	-4%	7	5%	13%	2%	12	-7%

Following part:
SMILES	TbPYK inhibitor	Cycloheximide cs	HCV inhibitor	Pf growth 96h	Pf growth 48h	Shiga toxin inh	LmPK inh
CCOc1cc(Cl)c(CNCCCN2CCOCC2)cc1OC	2%	1	-23%	u	10%	x	6%
O=C(NC1CCCc2c1cnn2-c1cc(F)cc(F)c1)c1cc[n+]([O-])cc1 (stereo unspecified)	4%	-2	4%	-12%	u	-11	0%
O=C(NNC(=O)c1ccc(F)c(S(=O)(=O)N2CCOCC2)c1)c1ccc(Br)cc1	2%	x	-9%	1%	2%	x	x
Cc1c(Cl)cccc1NC(=O)Nc1ccn(C)n1	-1%	10	-15%	u	19%	45	-2%
Cc1ccc(C)c(C(=O)OCC(=O)Nc2cccc(S(=O)(=O)N3CCCCC3)c2)c1	-11%	x	10µM*	10µM*	10µM*	x	x
CCn1cc(C(=O)NCC2CCCO2)c(=O)c2cc(S(=O)(=O)N(C)C3CCCCC3)ccc21 (stereo unspecified)	-4%	-3	0%&-9%	u	u	-13	3%
CCOC(=O)C1CCCn2c1nc1sc3c(c1c2=O)CCCC3 (stereo unspecified)	3%	-3	8%	u	u	-1	-1%
O=c1oc(-c2cccc([N+](=O)[O-])c2)nc2ccccc12	-21%	-4	13%	u	25%	x	3%
COc1ccccc1-n1cnnc1SCC(=O)c1ccc[nH]1	-11%	-2	u	x	-5%	13	0%
O=C(CCOc1ccccc1)Nc1ccccc1[N+](=O)[O-]	9%	27*	7%	-4%	36%[activator]	54	1%
Cc1nn(-c2ccc(F)cc2)c(Cl)c1/C=C(\CCC(=O)O)c1nc2ccccc2s1	-6%	-4	20%	1%	1%	-11	-3%
C/C(CC(=O)NCc1ccco1)=N\NC(=O)Cc1ccc(Cl)cc1	-4%	3	17%	43%[activator]	14%	32	0%
CN(C)S(=O)(=O)c1ccc(S(=O)(=O)NCc2cccs2)cc1	4%	-1	15%	u	17%	-8	-6%
Cn1cccc1/C=C1/SC(=S)N(CC(=O)O)C1=O	-8%	-1	18%	-26%	16%	19	8%
CN(CC(=O)Nc1ccccc1Cl)C(=O)COC(=O)c1ccc([N+](=O)[O-])cc1Cl	1%	x	-10%	52%[activator]	5%	x	x
CCOC(=O)c1sc(NC(=O)CCN2CCN(CC)CC2)c(C(=O)OCC)c1C	6%	2	10µM*	u	u	-4	-4%
CCS(=O)(=O)N1N=C(c2ccc(NS(C)(=O)=O)cc2)CC1c1ccccc1 (stereo unspecified)	-4%	2	10%	23%	1%	-1	1%
COc1ccc(C2=NC(CO)(CO)CO2)cc1	0%	3	10%	u	5%	4	1%
COc1ccc(OCc2cc(C(=O)N(C)C3CCOC3)no2)c(Cl)c1 (stereo unspecified)	-2%	27*	-2%	-26%	23%	43	0%
COc1ccc(C(CC(=O)O)NS(=O)(=O)c2ccc3c(c2)N(C(C)=O)CC(C)O3)cc1 (stereo unspecified)	-9%	-3	13%	-2%	19%	-18	5%
COc1cc(C(=O)NCC(=O)NCCN2C(=O)S/C(=C\c3ccccc3Cl)C2=O)cc(OC)c1OC	-9%	x	u	35%[activator]	u	x	x
Nc1c(C(=O)N2CCOCC2)sc2nc(N3CCOCC3)c3c(c12)CCCC3	16µM*	6	-24%	4%	u	-13	-26%
CCOC(=O)c1ccccc1NC(=O)COC(=O)C1=COCCO1	-1%	1	-11%	0%	-12%	-3	-3%
COc1cccc(Nc2cc(C)c3ccccc3n2)c1	4%	25*	u	u	6%	66*	0%
CC(=O)c1ccc(N2Cc3ccccc3/C2=N\C(=O)Nc2ccc(Cl)cc2)cc1	7%	43*	15%	210%[activator]	69%[activator]	33*	1%

Entries of single compounds as entered above. Screens in order: TbPYK inhibitor, Cycloheximide cs, HCV inhibitor, Pf growth 96h, Pf growth 48h, Shiga toxin inh, LmPK inh
`Cc1c(Cl)cccc1NC(=O)Nc1ccn(C)n1` is listed as -1%, 10, -15%, u, 19%, 45, -2%
`Cn1cccc1/C=C1/SC(=S)N(CC(=O)O)C1=O` is listed as -8%, -1, 18%, -26%, 16%, 19, 8%

Next part:
SMILES	TbPYK inhibitor	Cycloheximide cs	HCV inhibitor	Pf growth 96h	Pf growth 48h	Shiga toxin inh	LmPK inh
Cc1c(CNC2CCCC2)c(C(=O)O)c(C)n1Cc1ccccc1	-7%	-1	18%	u	2%	-12	-3%
CC(C)c1cc(=O)n2[nH]c(N)nc2n1	3%	11	24%	18%	u	-1	0%
COc1ccc(CNC(=O)CS(=O)(=O)Cc2nc(-c3cccc(OC)c3)oc2C)cc1	6%	8	u	16%	u	1	-5%
C=CC[n+]1c(-c2ccc(Cl)cc2Cl)csc1Nc1ccc(NC(C)=O)cc1	3%	-2	u	-81%	u	-16	12%
CC(c1ccccc1)N1C(=O)c2ccccc2C1O (stereo unspecified)	1%	-2	9%	x	x	-28	12%
CCCCN1C(=O)C(O)(CC(=O)c2ccco2)c2cc(Br)ccc21 (stereo unspecified)	-1%	7	21%	-28%	-16%	-13	-1%
Cn1c(-c2ccccc2F)cc2onc(-c3ccccc3)c2c1=O	-3%	x	-15%	170%[activator]	84%[activator]	x	x
CCC1Sc2ccccc2N(CC(=O)NC2CC2)C1=O (stereo unspecified)	1%	-4	8%	38%	31%[activator]	11	2%
Cc1ccnc(NC(=O)CN2C(=O)c3ccccc3C2=O)c1	4%	-2	6%	22%	12%	2	2%
COCCNC(=O)C(c1cccs1)N(C(=O)Cn1nnc2ccccc21)c1cccc(C)c1 (stereo unspecified)	3%	6	10%	u	-16%	-9	1%
O=C(N/N=C/c1cccs1)c1cccc2cc[nH]c12	-1%	-2	6%	0%	u	15	2%
COc1ccc(Cc2nnc(Nc3c(C)cccc3C)o2)cc1OC	1%	-2	-7%	0%	u	-3	-8%
CCOc1cc(/C=N/N=C(/N)c2nonc2N)cc(Br)c1OCc1ccc(Cl)cc1	-11%	15	u	x	u	2	4%
O=S(=O)(NC1CC1)c1ccc(S(=O)(=O)N(Cc2ccccn2)C2CC2)cc1	-12%	8	0%	0%	u	2	0%
CC(NC(=O)CSc1n[nH]c(=O)n1C1CC1)C12CC3CC(CC(C3)C1)C2 (stereo unspecified)	2%	-4	6%	x	-15%	10	-2%
COc1ccc2nc(NNC(=O)COc3ccccc3)sc2c1	-5%	1	11%	56%[activator]	0%	-3	-1%
CCCCCC(=O)NNC(=O)Nc1ccccc1	2%	-4	4%	u	23%	-15	0%
O=C(O)C(Cc1cc(Cl)ccc1Cl)Sc1nc2ccccc2[nH]1 (stereo unspecified)	1%	-1	16%	0%	47%[activator]	8	12%
O=C(Nc1ccc(F)cc1)c1cc(S(=O)(=O)N2CCOCC2)cs1	1%	0	-28%	12µM*	28%	-5	-7%
